# Integrin act MD = qHTS for Activators of Integrin-Mediated Alleviation for Muscular Dystrophy; alpha7betagal myoblasts, beta-gal FDG fluorescence, 48 h; Potency, µM (highest dose often 38.3 µM), inactives show top-dose activation, actives largely listed as activators; 0.064% of 350,000 active; AID 624291, 2012;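 also: potency is read from the fitted curve at half-maximal effect; 100% = response of the positive control SU9516; nearly all actives have a fitted effect of over 60% in size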
#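 Alpha7betagal+/- myoblasts (passage 13) were plated 16-24 hr, then exposed to compounds (1:260 dilution of DMSO stock) for 48 hours at 37C. After MPER lysis, β-galactosidase reporter activity was read as FDG fluorescence (ex 480/em 540) after 30 minutes.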
# ASM inhibitor = Inhibitors of Secretory Acid Sphingomyelinase (S-ASM): qHTS; Sphingomyelin phosphodiesterase (Homo sapiens), P17405; placental ASM, HMU-PC fluorogenic substrate, 60 min; Potency, µM (doses to about 57.5 µM), inactives show at the top dose activity change, negative = inhibition, hits mostly inhibitors; 0.006% of 340,000 active; AID 504937, 2011; also: potency is read from the fitted curve at half-maximal effect
#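 qHTS format. ASM enzyme prepared from human placenta hydrolyses the fluorogenic substrate HMU-PC0 (9 uM final) over 60 min at 37 °C after a 10 min compound preincubation.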
# B2AR arrestin = qHTS assay of beta-arrestin-biased ligands of beta2-adrenergic receptor; Beta-2 adrenergic receptor (Homo sapiens), P07550; beta-arrestin recruitment to beta2AR, cell-based reporter; Potency, µM (top dose mostly 46.1 µM), for the others: at the highest dose activation, actives largely listed as activators; 0.02% of 330,000 active; AID 492947, 2010;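 also: potency is read from the fitted curve at half-maximal effect; 0% = DMSO controls and full agonism = EC100 isoproterenol or metaproterenol; nearly all actives have a fitted effect of over 65% in size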
# ELG1 genotox = qHTS screen for small molecules that induce genotoxicity in human embryonic kidney (HEK293T) cells expressing luciferase-tagged ELG1 | HEK293T ELG1-luciferase reporter, luminescence, 16 h | Potency, µM (series often up to 46 µM), for the others: at the highest dose activity change, positive = activation, hits mostly activators | AID 504466, 2011 | 1.3% of 330,000 active; also: potency is read from the fitted curve at half-maximal effect; % of control where 0% means no effect; nearly all actives have a fitted effect of over 60% in size
#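 DMSO vehicle served as control against compound-treated ELG1-luciferase HEK293T cells; exposure lasted 16 hr at 37 °C and 5% CO2, followed by ONE-Glo luminescence detection after 30 min.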
# PTAP TSG101 blk = qHTS Assay for Iinhibitors of HIV-1 Budding by Blocking the Interaction of PTAP/TSG101 | Fluorescence polarization, FITC-PTAP peptide / Tsg101 binding | 340,000 tested, under 10 active | Potency, µM (doses to about 115 µM), without a hit: top-dose activity change, negative = inhibition, hits mostly inhibitors; active = well fitted inhibition curve with a large enough effect in the main read-out, with a control signal flat, not every such curve was filed as active; inconclusive = small, poorly fitted or top-dose-only effect, or effect the other way, or a change in a side signal; inactive = no such curve, though single readings can be large or run the other way; also: potency is read from the fitted curve at half-maximal effect; % of control where 0% means no effect
# Target sequence (Q99816 whole entry, looked up): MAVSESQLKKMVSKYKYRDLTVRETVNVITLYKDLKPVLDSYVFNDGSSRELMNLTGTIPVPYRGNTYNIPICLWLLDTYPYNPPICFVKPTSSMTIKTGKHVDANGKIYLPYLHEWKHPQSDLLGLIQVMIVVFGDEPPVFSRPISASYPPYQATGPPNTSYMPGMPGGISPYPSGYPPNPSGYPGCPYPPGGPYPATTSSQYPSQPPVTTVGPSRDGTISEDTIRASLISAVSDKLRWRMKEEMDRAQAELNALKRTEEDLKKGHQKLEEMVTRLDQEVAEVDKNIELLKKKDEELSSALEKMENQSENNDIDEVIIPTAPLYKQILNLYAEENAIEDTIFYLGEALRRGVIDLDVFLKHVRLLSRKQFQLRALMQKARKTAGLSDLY
#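 Fluorescence anisotropy tracks displacement of a FITC-tagged PTAP peptide (50 nM) from the Tsg101 binding domain (10 uM), following a 20 min room-temperature incubation at pH 7.5.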
# Eya2 inh = qHTS Assay for Inhibitors of the Phosphatase Activity of Eya2; 0.006% of 330,000 active; recombinant Eya2, OMFP fluorescence dephosphorylation (OMFP is methylfluorescein phosphate); Protein phosphatase EYA2 (Homo sapiens), O00167; Potency, µM (titrated, usually from 76.9 µM), inactives show at the highest dose activity, negative = inhibition, hits mostly inhibitors; also: potency is read from the fitted curve at half-maximal effect; % is scaled to controls: 0 for no effect and ±100 for the full control effect
# Target sequence (O00167 whole entry, looked up): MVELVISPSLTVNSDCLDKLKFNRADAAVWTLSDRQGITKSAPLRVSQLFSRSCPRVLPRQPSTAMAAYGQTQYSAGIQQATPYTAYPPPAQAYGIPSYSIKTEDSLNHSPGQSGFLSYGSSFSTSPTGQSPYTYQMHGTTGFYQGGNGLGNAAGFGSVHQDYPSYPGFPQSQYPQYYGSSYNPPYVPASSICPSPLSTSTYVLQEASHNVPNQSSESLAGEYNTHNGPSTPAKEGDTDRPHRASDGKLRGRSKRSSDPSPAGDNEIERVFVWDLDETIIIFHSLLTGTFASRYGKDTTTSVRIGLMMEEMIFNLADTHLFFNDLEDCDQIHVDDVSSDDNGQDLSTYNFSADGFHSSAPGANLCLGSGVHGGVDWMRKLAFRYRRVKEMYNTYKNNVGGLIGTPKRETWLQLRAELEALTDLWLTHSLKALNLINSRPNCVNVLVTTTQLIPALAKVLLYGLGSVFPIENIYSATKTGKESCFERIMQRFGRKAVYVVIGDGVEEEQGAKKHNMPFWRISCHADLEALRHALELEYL
#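 Eya2 (0.2 uM) preincubated 10 min at ambient with compound, then OMFP substrate added at 50 uM; 10 min reaction in 50 mM HEPES pH 7.5, 50 mM NaCl, 5 uM MgCl2, 0.05% BSA, 1 mM DTT. Fluorescence read at Ex 485/Em 525 nm.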
# BRCA1 expr up = qHTS Assay to Identify Small Molecule Activators of BRCA1 Expression; MCF7-BRCA1-FFLuc reporter, luminescence, 48 h; response scale: scaled: vehicle 0%, 10 µM genistein 100%; Potency, µM (titrated, usually from 46.1 µM), for the others: at the highest dose activation, hits mostly activators; 1.1% of 380,000 active; also: potency is read from the fitted curve at half-maximal effect; nearly all actives have a fitted effect of over 80% in size; some results filed as inactive show a strong effect at the top dose
#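 48 h compound treatment of MCF7-BRCA1-FFLuc cells (phenol-red free MEM, 37 °C), then 15 min with luciferase substrate and luminescence imaging.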
# p53 reactivator = qHTS assay for re-activators of p53 using a Luc reporter | 0.063% of 320,000 active | AID 504706, 2011 | Potency, µM (top dose mostly 92.2 µM), for the others: at the highest dose activity change, positive = activation, usual class: activators | H1299 p53-A138V BP100-luciferase reporter, luminescence, 24 h; also: potency is read from the fitted curve at half-maximal effect; % of control where 0% means no effect; nearly all actives have a fitted effect of over 45% in size
#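 p53-null H1299 cells stably carrying temperature-sensitive p53-A138V and a BP100-luciferase reporter were pinned with compounds (4-point, 1:5 series) and held 24 hrs at 37 deg C. Luminescence was read 10 min after detection reagent.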
# TRPV1 agonist = HTS Assay for Compounds that Act as Agonists of the Vanilloid Receptor 1. AID 540275, 2011. 0.19% of 320,000 active. Transient receptor potential cation channel subfamily V member 1 (Homo sapiens), Q8NER1. TRPV1-expressing cells, Fluo-8 calcium influx, agonist mode. activation, % at 8.33 µM; in the data active = activation above about 80%; inconclusive = between about 30% and that limit; also: 0% is about no effect
#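 Fluo-8 calcium influx in TRPV1-expressing cells, kinetic read (ex 480/em 520 nm). Compound added and read 3 min for agonist activity, followed by capsaicin at EC20 final and 2 min further read for enhancement.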
# uPA generation = qHTS for Inhibitors of Cell Surface uPA Generation; cell surface uPA generation assay, qHTS; Potency, µM (series often up to 38.3 µM), for inactives: top-dose activity change, negative = inhibition, actives largely listed as inhibitors; 0.31% of 330,000 active; active = well fitted inhibition curve with a large enough effect; inconclusive = small, poorly fitted or top-dose-only effect; inactive = no such curve, though single readings can be large or run the other way; tested in mouse RAW 264.7 cells; also: potency is read from the fitted curve at half-maximal effect; % is scaled to controls: 0 for no effect and ±100 for the full control effect; nearly all actives have a fitted effect of over 55% in size
# USP2a inh = qHTS Assay for Inhibitors of Ubiquitin-specific Protease USP2a Using CHOP2 as the Reporter; Ubiquitin carboxyl-terminal hydrolase 2 (Homo sapiens), O75604; 0.01% of 330,000 active; USP2 core, Ub-CHOP2 coupled fluorogenic reporter, 485/531; Potency, µM (titrated, usually from 38.3 µM), without a hit: at the highest dose activity change, negative = inhibition, hits mostly inhibitors;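 also: potency is read from the fitted curve at half-maximal effect; plate controls were DMSO wells for no effect and full inhibition by NEM control for full effect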
#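 Deubiquitinase activity read as fluorescence (485/531 nm) after Ub-CHOP2 cleavage activates the enterokinase reporter on its substrate; USP2 core 10nM, Ub-CHOP2 and substrate 25nM each, 30min compound preincubation then 60min RT; data normalized to NEM, curves fitted.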
# * = called active by the depositor; ? = inconclusive; · = no result given; [ ] = dose if it differs, or a comment. Unless noted, calls follow the shape of the dose curve; as a rule, active = well fitted curve in the direction sought with a large enough effect; inconclusive = small, poorly fitted or top-dose-only effect, or another doubt; inactive = no such curve, though single readings can be large; an effect the other way counts as inactive or inconclusive.
SMILES,Integrin act MD,ASM inhibitor,B2AR arrestin,ELG1 genotox,PTAP TSG101 blk,Eya2 inh,BRCA1 expr up,p53 reactivator,TRPV1 agonist,uPA generation,USP2a inh
CCOc1ccc(-c2nc3n(c(=O)c2C#N)CCS3)cc1,-9%,8%,-0.6%,9%,0%,6%,14%,2%,1,2%,11%
CSc1cccc(CN2CCC(CO)(Cc3cccc(C(F)(F)F)c3)CC2)c1,-54%[inhibitor],0%,-0.7%,-6%,0%,-14%,-71%,-5%,?,2%,-11%
Cc1ccc(C(=O)N2CCN(S(=O)(=O)c3sc(C(=O)O)c(C)c3C(=O)O)CC2)s1,6%,6%,-0.2%,0%,-7%,-11%,8%,-8%,-2,9%,4%
Cc1nn(CC(=O)Nc2ccc(C(=O)N3CCCC3)cc2)c(=O)c2ccccc12,-23%,-3%,0.0%,0%,-5%,10%,-20%,-10%,0,4%,1%
CCn1c(SCC(=O)Nc2ccccc2Cl)nnc1C1CC1,?,7%,-0.3%,7%,0%,11%,16%,7%,0,3%,-1%
COc1ccc(C(=O)Nc2c3c(nn2-c2ccc([N+](=O)[O-])cc2)CS(=O)(=O)C3)cc1,-31%,-6%,0.0%,-3%[9.26 µM],-8%,1%,2%,-10%,2,2%,2%
Cc1cc(C)c(C(=O)CSc2nc(C)cc(C)c2C(N)=O)c(C)c1,?,31%,0.1%,6%,0%,3%,23%,-2%,-1,-10%,3%
Cc1ccc(NC(=O)c2ccccc2SCC(=O)N2CCCC2)cc1S(=O)(=O)N(C)C,-21%,-3%,-0.5%,-1%,-1%,-5%,1%,-14%,3,-3%,0%
COc1ccc(-c2cc(C(=O)Nc3cccnc3Cl)no2)cc1,39%,4%,0.2%,?,-1%,-1%,7%,13%,2,0%,-2%
O=C(CNC(=O)c1cccc(F)c1)OCC(=O)N1CCCc2ccccc21,-2%,5%,-1.5%,0%,-1%,-1%,-34%,4%,-2,9%,0%
CCn1c(COc2ccccc2C)nnc1SCC(=O)CC(=O)Nc1ccccc1,16%[7.66 µM],-3%,-0.6%,-1%,-5%,-4%,-38%,2%,3,2%,-9%
COc1cc(-c2cc(C(=O)Nc3nc4ccccc4s3)c3ccccc3n2)cc(OC)c1OC,22%,-12%,-0.1%,-6%,0%,-3%,-1%,3%,0,-2%,-1%
CCCn1c(/C=C/c2ccco2)nc2ccccc21,-16%,107%[activator],7.8%,1%,1%,-25%,-70%,?,11,3%,2%
O=C(COc1ccc(F)cc1)NNC(=O)c1cc2ccccc2oc1=O,-12%,-2%,-1.5%,1%,2%,9%,-10%,4%,-2,-6%,-1%
CN(CC(=O)Nc1cccc(F)c1)C(=O)CSc1ccccc1F,3%,-2%,0.2%,-1%,-5%,-1%,-15%,-4%,8,1%,-2%
C=CCOc1c(Br)cc(CNc2nccs2)cc1OC,20%,3%,0.2%,-3%,-7%,-7%,-4%,-8%,17,0%,0%
NC(=O)CC(NC(=O)OCc1ccccc1)C(=O)O (configuration not stated),-3%,2%,-0.4%,2%,0%,25%,-15%,-4%,-3,-4%,1%
CCCSc1nnc(N2C(=O)C(O)=C(C(=O)c3ccco3)C2c2ccccc2F)s1 (configuration not stated),14%,9%,-0.9%,-1%,-3%,-4%,0%,18%,10,-11%,3%
CNC(=O)CSc1nnnn1-c1ccc(C)cc1C,16%,0%,0.5%,-1%,-2%,-2%,-7%,1%,0,4%,-2%
CC12CCC(C(=O)NCc3ccc4c(c3)OCO4)(OC1=O)C2(C)C (configuration not stated),-10%,-1%,0.4%,0%,-2%,14%,-18%,-5%,4,-8%,0%
COCCCn1c(=S)[nH]c2ccc(N3CCOCC3)cc2c1=O,-16%,8%,-0.3%,2%,-1%,-13%,0%,1%,0,0%,-1%
COc1ccc(C(=O)N/N=C/c2c[nH]c3ccccc23)cc1,7%,2%,-0.3%,3%,-1%,8%,55%,·,-1,-9%,0%
C=CCN1CCN(C(c2ccccc2)c2nnnn2CCC(C)C)CC1 (configuration not stated),-54%[inhibitor],3%,-0.3%,-1%,-3%,-8%,-12%,-8%,11,-2%,1%
NS(=O)(=O)c1ccc(NC(=O)COC(=O)C23CC4CC(CC(C4)C2)C3)cc1,-3%,-3%,-0.6%,1%,0%,-10%,-18%,-3%,-4,5%,1%
COc1ccccc1OCC(=O)OCC(=O)Nc1sccc1C(N)=O,38%,6%,-1.2%,-1%,-2%,4%,0%,2%,1,9%,2%
COc1ccccc1CCNC(=O)CCn1c(=O)oc2ccccc21,-6%,-1%,-0.3%,5%,-3%,10%,23%,-3%,2,7%,4%
O=C(CNC(=O)c1cccc(Cl)c1)NCC(c1cccs1)N1CCOCC1 (configuration not stated),-7%,-2%,-0.2%,1%,-6%,21%,10%,-1%,-2,-15%,2%
O=c1c2ccccc2nc(CSc2nnnn2-c2ccccc2)n1-c1ccccc1,-6%,1%,0.0%,26%,0%,10%,-31%,2%,-1,0%,0%
O=C1CN(C(=O)/C=C/c2cc(Br)ccc2F)CCN1,3%,1%,-1.0%,-1%,1%,2%,-3%,-4%,-3,-1%,2%
CCOc1ccc(N2CC(C(=O)Nc3nnc(C4CCCCC4)s3)CC2=O)cc1 (configuration not stated),2%,-2%,-1.9%,-2%,-1%,-4%,16%,-1%,0,11%,-1%
O=C1Nc2ccccc2Nc2ncccc21,-19%,3%,-0.4%,-1%,-1%,-15%,-17%,-2%,-3,3%,8%
Cn1cc([N+](=O)[O-])c(C(=O)Nc2nc(-c3ccc(Cl)cc3)cs2)n1,-42%[inhibitor],-20%,-0.3%,-11%,-1%,12%,-107%[inhibitor],-25%,0,6%,1%
COc1ccc(CNC(=O)c2ccc(CS(=O)(=O)Cc3ccccc3F)o2)cc1,20%,2%,-0.6%,-8%,-7%,8%,2%,0%,5,6%,-1%
CN(Cc1cnccn1)Cc1c(C(=O)N2CCc3ccccc3C2)nc2ccc(Cl)cn12,23%,2%,-0.3%,-7%,0%,-2%,-4%,-5%,11,-2%,-2%
C/C(CCC(=O)OC[C@H]1O[C@H](C#Cc2ccccc2)C=C[C@@H]1Oc1ccc(C)cc1)=N\OC[C@@H](O)[C@H]1O[C@@H]2OC(C)(C)O[C@@H]2[C@H]1O,·,·,3.4%,12%,·,-5%,·,-3%,4,·,2%
CCOc1ccccc1NC(=O)C1CCCN(S(=O)(=O)c2ccccc2)C1 (configuration not stated),14%,1%,0.6%,-5%,-4%,15%,4%,·,12,1%,1%
COc1ccc(C(=O)N2CCC(O)(c3ccc(F)cc3)CC2)cc1OC,16%,1%,-0.5%,0%,-1%,3%,5%,4%,2,-1%,3%
O=C1CCCC2=C1C(c1ccc(Cl)cc1)C1C(=O)c3ccccc3C1=N2 (configuration not stated),-17%,-14%,0.1%,-1%,-6%,-6%,-45%,-3%,·,-5%,-2%
CC(=O)N1CC2([N+](=O)[O-])CN(C(C)=O)CC([N+](=O)[O-])(C1)C2(C)C,0%,0%,0.0%,0%,1%,-10%,-2%,-2%,1,-1%,-1%
Cc1cccn2c(=O)c(/C=C(\C#N)C(=O)NCc3ccco3)c(N3CCCC(C)C3)nc12 (configuration not stated),?,88%[activator],-0.9%,-2%,1%,-7%,-47%,-21%,-2,1%,2%
CCCc1cc(=O)[nH]c(SCC(=O)c2c(C)[nH]c3ccccc23)n1,9%,-4%,-1.0%,1%,-8%,8%,-33%,-5%,-6,10%,0%
CC(C)NC(=O)Nc1cccs1,-11%,0%,-0.3%,3%,0%,12%,3%,-6%,1,-7%,2%
CCOC(=O)/C(C#N)=C/Nc1ccccc1NS(=O)(=O)c1ccc2c(c1)OCCO2,10%,1%,-0.7%,-1%,-6%,23%,5%,-4%,-2,-4%,3%
O=C(Cc1cccs1)Nc1ccc(Cl)c(S(=O)(=O)N2CCOCC2)c1,14%,4%,0.9%,-7%,-5%,-14%,-52%,-5%,23,2%,0%

# Screening data: PubChem BioAssay, National Center for Advancing Translational Sciences (NCATS)
